Peg3 prom inh = Peg3 promoter-driven luciferase inhibitors, primary screen, cell-based, HeLa, luciferase luminescence; HeLa PEG-Prom luciferase reporter, overnight; inhibition, % at 20 µM; 1.7% of 360,000 active; AID 588405, 2011;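 active = inhibition of at least 50% at 20 µM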
MITF TRPM1 inh = inhibitors of MITF-dependent TRPM1 promoter reporter, primary screen, cell-based, SK-MEL-5, single point, luciferase; AID 488899, 2010; SK-MEL-5 TRPM1 promoter luciferase, 24 h; 0.83% of 330,000 active; inhibition, % at 12.5 µM;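 active = mean inhibition across replicates of 60% or more, whatever share of single replicates reaches that level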; also: values of inactives mirror those of a sister screen read the other way
aDG glyco up = activators of alpha-DG glycosylation, primary screen, uHTS, Pro5-aDG cells, AlphaScreen; alpha-DG glycosylation AlphaScreen (IIH6); 0% Pro5, 100% B10-LARGE cell signal; activation, % at 10 µM; 0.22% of 360,000 active;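 active = activation of at least 8% versus controls, or a plate z-score of at least 8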;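 also: Pro5 are CHO cells carrying HIG-tagged alpha-DG that lacks glycosylation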
Granule exo inh = LAMP-1 surface exposure blockers, TALL-104 cells – cell-based, flow cytometry, MLPCN library, primary screen. TALL-104 LAMP-1 surface exposure; cells stimulated with thapsigargin and PMA. inhibition, % at 10 µM. 0.66% of 360,000 active. AID 651702, 2012;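 active = inhibition above about 55%, limit read from the data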
PDI inh = inhibitors of human PDI, primary screen, biochemical, turbidity, single point, plate reader; AID 588391, 2011; PDI insulin aggregation turbidity, A650, 90 min; Protein disulfide-isomerase (Homo sapiens), P07237; inhibition, % at 10 µM; 0.052% of 350,000 active;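 active = mean inhibition across replicates of 30% or more, whatever share of single replicates reach that level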;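 also: absorbance from insulin aggregation driven by PDI reduction with DTT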
Target sequence (P07237 whole entry, looked up): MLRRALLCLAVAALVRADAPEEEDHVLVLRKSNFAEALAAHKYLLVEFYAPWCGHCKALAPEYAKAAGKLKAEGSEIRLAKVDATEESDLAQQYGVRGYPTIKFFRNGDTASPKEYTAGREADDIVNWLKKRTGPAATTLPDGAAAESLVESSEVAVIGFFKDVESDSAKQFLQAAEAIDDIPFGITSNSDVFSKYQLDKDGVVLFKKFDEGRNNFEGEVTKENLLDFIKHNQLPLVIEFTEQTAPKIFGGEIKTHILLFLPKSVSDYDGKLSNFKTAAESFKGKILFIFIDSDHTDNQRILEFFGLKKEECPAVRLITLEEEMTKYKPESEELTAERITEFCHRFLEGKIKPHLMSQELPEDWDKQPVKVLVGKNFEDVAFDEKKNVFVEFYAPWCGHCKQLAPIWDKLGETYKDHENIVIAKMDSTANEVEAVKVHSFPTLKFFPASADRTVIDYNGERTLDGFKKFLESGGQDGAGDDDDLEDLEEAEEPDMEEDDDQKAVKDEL
CaV13 ICDI inh = Disruptors of the CACNA1D IQ motif to Ca2+-dependent inactivation inhibitor domain association, primary screening, Förster resonance energy transfer in intact living …; HEK cells, CFP/YFP FRET ICDI-IQ, plate reader, 10 min; percent FRET-ratio fall versus neutral wells; inhibition, % at 12.3 µM; 0.098% of 340,000 active; AID 743397;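 active = mean replicate inhibition of at least 30% and at least 1% of replicates passing that level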;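 also: 0% = median of the neutral control wells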
NR2E3 ag-1 = NR2E3 agonists in two-hybrid cells, primary screen, cell-based, luminescence, CHO-S, Gal4-NCOR/VP16-NR2E3. Photoreceptor-specific nuclear receptor (Homo sapiens), Q9Y5X4. luciferase. inhibition of corepressor binding, % at 3.98 µM. 0.35% of 360,000 active. AID 602229, 2012;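 active = inhibition above the mean of all tested compounds plus 3 SD, cut at about 70% in these data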;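 also: 0% = DMSO with NR2E3 transfected cells and 100% = cells lacking NR2E3 construct; higher means lower luciferase signal from less NR2E3 corepressor binding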
Target sequence (Q9Y5X4 whole entry, looked up, the tested form may be a part): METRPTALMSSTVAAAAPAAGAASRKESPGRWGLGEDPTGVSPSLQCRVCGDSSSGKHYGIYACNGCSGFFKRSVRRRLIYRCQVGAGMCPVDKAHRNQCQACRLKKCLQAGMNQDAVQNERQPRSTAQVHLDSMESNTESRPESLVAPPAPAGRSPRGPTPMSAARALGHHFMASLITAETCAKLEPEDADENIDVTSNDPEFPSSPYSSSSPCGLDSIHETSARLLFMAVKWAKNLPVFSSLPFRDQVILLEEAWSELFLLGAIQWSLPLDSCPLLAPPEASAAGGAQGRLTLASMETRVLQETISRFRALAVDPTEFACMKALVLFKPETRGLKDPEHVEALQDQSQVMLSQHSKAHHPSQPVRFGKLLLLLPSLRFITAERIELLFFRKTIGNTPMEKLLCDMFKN
HIF-2a block = HIF-2a reporter inhibitors, primary screen, luminescence, 786-0 RCC cells | AID 624352, 2012 | 0.72% of 360,000 active | 786-0 RCC cells HIF-2a reporter, luciferase luminescence, overnight | inhibition, % at 18.8 µM;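 active = inhibition of the luminescence signal of 40% or more relative to plate controls, in a single-dose primary screen at 18.75 µM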
Vif inh = HIV Vif self-association inhibitors, primary screen, imaging, HEK293T, single point; HEK293T cells, Vif self-association by quenched fluorescence, 24 h; inhibition, % at 7.49 µM; 0.35% of 340,000 active; AID 602346, 2012; in the data active = inhibition above about 50%, passing the limit was not always enough; also: some results filed as inactive read as strong as hits
iPSC survival up = enhancers of single-cell hiPSC survival, primary screen, ATPlite luminescence; 100% = ROCK inhibitor wells, 0% = DMSO; survival enhancement, % at 20 µM; 0.044% of 360,000 active; AID 602274, 2012; in the data active = survival enhancement above about 18%;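 also: cells exposed to compounds for 16 hours before the ATP read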
NR2E3 ag-2 = inhibitors of NR2E3-RetCOR corepressor binding, primary screen, NR2E3 agonist project, biochemical, TR-FRET, GST-NR2E3, biotin-RetCOR | Photoreceptor-specific nuclear receptor (Homo sapiens), Q9Y5X4 | 1536-well | inhibition of corepressor binding, % at 4.78 µM | 0.12% of 320,000 active | AID 2300, 2010;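 active = percent inhibition above the cutoff of mean plus 3 SD of all tested compounds, set per screening campaign, cut at about 20% in these data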;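 also: 0% = DMSO wells and 100% = biotin wells as full block of FRET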
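System: GST-tagged NR2E3 plus biotinylated RetCOR corepressor; Buffer or medium: pH 7.5 Tris-based buffer; Probe or stimulus: RetCOR corepressor, biotinylated, 7 nM; Doses: compound at 4.8 µM, single dose; Schedule: 5 h incubation at 4 °C; Technique: time-resolved FRET; Evaluation: percent inhibition of TR-FRET ratio; Replication: one well per compound, singlicate testing.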
* hit, by the source's call; . = no result given.

SMILES	Peg3 prom inh	MITF TRPM1 inh	aDG glyco up	Granule exo inh	PDI inh	CaV13 ICDI inh	NR2E3 ag-1	HIF-2a block	Vif inh	iPSC survival up	NR2E3 ag-2
CN(C)N=Nc1nc2c(c(=O)n(C)c(=O)n2C)n1C	8	.	-0.1	-3	6	-4	4	23	-2	-0.6	-2
O=S(=O)(Cc1ccccc1)NCCc1ccc(F)cc1	-3	-6	-0.1	-1	6	-4	-10	1	17	0.7	3
COc1ccc(CN2CCNC(=O)C2CC(=O)N(C)Cc2cc(C)no2)cc1OC (configuration not stated)	-5	0	-0.3	27	-1	.	-52	15	3	-0.4	.
CC(=O)c1c(C)nc(-c2ccccc2)n1O	-92	-9	0.1	1	2	-3	1	12	-13	-1.6	-1
Cc1ccc(C(NC(=O)C(C)C)c2cc([N+](=O)[O-])c3cccnc3c2O)cc1 (configuration not stated)	38	39	0.2	2	-3	-3	16	3	0	-1.2	4
Cc1ccc(NC(=O)Cn2c(=O)oc3cc(S(=O)(=O)N4CCC(C)CC4)ccc32)cc1C	25	0	-0.1	-1	-2	-6	48	-7	-17	-1.2	0
O=C(CSc1nnc(CNC(=O)c2cccs2)o1)NC1CCCC1	4	-6	0.0	2	1	-5	-18	17	8	-2.9	0
Cc1ccc(NC(=S)N(CCCN2CCN(C)CC2)Cc2cccs2)cc1C	-9	0	0.5	12	0	-2	-11	-3	6	-0.2	1
COc1ccc2[nH]cc(C(=O)CNc3nc(C)cs3)c2c1	-127	-13	1.0	-2	4	-6	-89	-180	5	-1.3	-3
O=C(NCC1CC1)c1onc(CSc2nc3ccccc3[nH]2)c1C(=O)NCC1CC1	9	7	0.3	48	-4	-9	-8	30	10	-0.7	-2
NC(c1csc(Nc2nncc3ccccc23)n1)c1ccccc1Cl (configuration not stated)	15	.	0.8	20	1	-9	34	6	-8	2.0	.
CCC(Oc1ccccc1)C(=O)NCCCN1CCOCC1 (configuration not stated)	15	0	0.0	-4	6	.	-43	12	3	-0.2	4
CC(C)c1ccc(NC(=O)Nc2nc(C(N)c3ccccc3Cl)cs2)cc1 (configuration not stated)	88*	.	6.7	13	-1	-4	-13	8	-5	-1.4	.
CCOC(=O)c1[nH]cnc1C(=O)N[C@@H](C)c1ccccc1	17	1	-0.2	7	-6	-3	2	0	-6	-0.5	4
CCN(CC)CC(=O)NCc1cc(-c2ccc(OC)cc2)no1	-37	5	0.1	0	-4	-1	-19	14	-5	-0.2	0
Cc1ccccc1OCCn1cc(C(=S)N2CCN(C)CC2)c2ccccc21	17	-7	0.4	25	-1	-20	-16	-8	-12	-0.1	0
CC(C)c1ccc(NC(=O)CSC(C)c2nc3ccccc3c(=O)[nH]2)cc1 (configuration not stated)	-2	-11	0.0	-7	-3	-2	29	7	-10	-0.7	0
OCCNc1nc(Nc2cc(Cl)ccc2OC2CCCC2)nc(N2CCCC2)n1	29	-25	-0.1	9	-6	-5	12	-15	0	-0.7	0
COc1ccc(C(=O)NCCS(=O)(=O)N2CCN(C(=O)c3ccco3)CC2)cc1	-8	0	0.0	10	3	-3	-24	-1	16	-0.4	-1
O=C(NCc1ccc2c(c1)OCO2)Nc1ccc([N+](=O)[O-])cc1	3	-1	1.3	0	-4	.	-15	-88	-11	-0.5	.

3 entries picked at random from those above:
SMILES	Peg3 prom inh	MITF TRPM1 inh	aDG glyco up	Granule exo inh	PDI inh	CaV13 ICDI inh	NR2E3 ag-1	HIF-2a block	Vif inh	iPSC survival up	NR2E3 ag-2
CN(C)N=Nc1nc2c(c(=O)n(C)c(=O)n2C)n1C	8	.	-0.1	-3	6	-4	4	23	-2	-0.6	-2
Cc1ccc(NC(=O)Cn2c(=O)oc3cc(S(=O)(=O)N4CCC(C)CC4)ccc32)cc1C	25	0	-0.1	-1	-2	-6	48	-7	-17	-1.2	0
Cc1ccc(NC(=S)N(CCCN2CCN(C)CC2)Cc2cccs2)cc1C	-9	0	0.5	12	0	-2	-11	-3	6	-0.2	1

Later entries:
SMILES	Peg3 prom inh	MITF TRPM1 inh	aDG glyco up	Granule exo inh	PDI inh	CaV13 ICDI inh	NR2E3 ag-1	HIF-2a block	Vif inh	iPSC survival up	NR2E3 ag-2
CCOC(=O)CCc1c(C)nc2ncnn2c1C	0	2	0.1	1	3	-4	5	6	0	1.3	-2
O=C(CCc1nc2ccccc2c(=O)[nH]1)Nc1ccc(F)c([N+](=O)[O-])c1	2	-4	0.2	2	0	-3	-12	-3	-3	-0.5	9
Cc1cc(C)c2c(c1)/C(=C/C(=O)c1ccc(Br)s1)C(=O)N2	52*	59	-1.1	11	0	-4	2	4	3	-4.1	-1
Cc1ccc(NC(=O)CCNS(=O)(=O)c2ccc3[nH]c(=O)oc3c2)c(Cl)c1	2	3	-0.5	-1	6	-3	-12	2	-7	2.6	0
COc1cc(S(=O)(=O)N(Cc2ccccn2)Cc2ccco2)ccc1-n1cnnn1	5	6	-0.1	4	4	-7	11	16	-3	-0.8	1
O=C(Cn1cc(C(F)(F)F)ccc1=O)N/N=C/c1ccc(Cl)cc1	1	-3	0.0	-2	-6	-14	-12	16	-5	0.3	-1
COc1ccccc1N1CCN(C(=O)C(Cc2ccccc2)NC(=O)C2CCCCC2)CC1 (configuration not stated)	17	6	0.0	-6	-4	-3	12	18	-5	-1.2	-1
CC(C)CC(c1nnnn1Cc1ccco1)N1CCN(c2cccc(Cl)c2)CC1 (configuration not stated)	36	12	0.8	47	-4	.	-12	17	.	-0.4	1
CCN(C(=O)COC(=O)CCC(=O)c1ccccc1)c1c(N)n(Cc2ccccc2)c(=O)[nH]c1=O	-6	3	-0.1	0	-2	-4	4	5	-4	-0.7	5
CC1CCCN1c1ccnc2cc(Cl)ccc12 (configuration not stated)	-15	.	2.5	5	-6	-10	2	6	-2	-2.0	.
Cc1cc(NC(=O)c2ccc(N(C)S(=O)(=O)c3ccccc3)cc2)no1	12	7	-0.6	0	-1	-8	14	-34	-7	-1.5	-1
COc1cccc(Sc2ccccc2CN(C)C)c1	13	-6	0.3	-21	0	.	-44	3	3	-3.8	2
O=C1c2ccccc2NC(c2ccccn2)N1NS(=O)(=O)c1ccccc1 (configuration not stated)	-6	1	-0.1	-3	-9	.	18	6	.	0.0	0
COc1ccc(OCCn2cc(/C=N/NC(=O)c3ccncc3)c3ccccc32)cc1	23	-1	0.1	0	-7	-2	1	2	14	-0.6	1
CCOC(=O)N1CCC(NC(=O)CCCN2C(=O)CSc3ncccc32)CC1	4	-2	-0.1	1	1	.	-18	13	10	-0.2	0
CC(C)=C1C2C=CC1C(C(=O)Nc1cc(C)ccc1C)C2C(=O)O (configuration not stated)	-13	13	-0.1	3	-6	.	10	-1	-1	3.0	2
COc1ccccc1CC(=O)NCc1csc(-c2cccs2)n1	-159	.	0.5	2	7	-3	-55	-205	-6	-0.2	2
C=CC[C@H](CC(=O)NCCO)C(=O)N[C@@H](C)COC(=O)[C@H](CC=C)CC(=O)OC(C)(C)C	8	-7	0.1	0	-2	-9	1	7	-2	-0.7	.
COc1ccc(C(=O)Cn2c(Cl)nc3c2c(=O)n(C)c(=O)n3C)cc1	10	6	0.7	-3	-6	-18	-17	14	6	-0.9	-3
Cc1cc(C)cc(NC(=O)CSc2nnc(-c3ccccc3C)o2)c1	-211	-24	0.0	4	-5	-4	-8	-168	-4	1.6	1

Profiles, quoted from the list.
`CC1CCCN1c1ccnc2cc(Cl)ccc12` (configuration not stated) across the screens: Peg3 prom inh = -15; MITF TRPM1 inh = .; aDG glyco up = 2.5; Granule exo inh = 5; PDI inh = -6; CaV13 ICDI inh = -10; NR2E3 ag-1 = 2; HIF-2a block = 6; Vif inh = -2; iPSC survival up = -2.0; NR2E3 ag-2 = .
`O=C(CCc1nc2ccccc2c(=O)[nH]1)Nc1ccc(F)c([N+](=O)[O-])c1` across the screens: Peg3 prom inh = 2; MITF TRPM1 inh = -4; aDG glyco up = 0.2; Granule exo inh = 2; PDI inh = 0; CaV13 ICDI inh = -3; NR2E3 ag-1 = -12; HIF-2a block = -3; Vif inh = -3; iPSC survival up = -0.5; NR2E3 ag-2 = 9

(more compounds)
SMILES	Peg3 prom inh	MITF TRPM1 inh	aDG glyco up	Granule exo inh	PDI inh	CaV13 ICDI inh	NR2E3 ag-1	HIF-2a block	Vif inh	iPSC survival up	NR2E3 ag-2
COC(=O)[C@H](CCSC)NC(=O)Nc1ccc(C)cc1C	23	4	-0.1	3	0	-5	0	7	5	1.6	-2
Cc1ccc(/C=C/C(=O)O)cc1S(=O)(=O)NCc1cccnc1	14	-3	0.1	-3	12	-6	-6	3	.	-0.2	1
CN(c1ccccc1)S(=O)(=O)c1cccc(Cl)c1Cl	14	-3	0.0	-3	9	-7	0	-5	-8	-0.6	-1
Cc1c(C)n(Cc2ccccc2)c2ccc(C(=O)O)cc12	3	.	0.0	-4	1	-2	-3	16	1	-0.2	-1
CC1(C)C(=O)C2(CCCCC2)C(=O)OC1c1cccn1-c1ccc([N+](=O)[O-])cc1 (configuration not stated)	22	8	0.2	-1	-1	.	-6	7	6	-1.3	-1
O=C(C1CCN(S(=O)(=O)c2ccc3ccccc3c2)CC1)N1CCN(c2ncccn2)CC1	7	8	0.3	-1	-8	-5	15	19	-12	2.9	0
O=C(Nc1ccccc1)P(=O)(O)c1ccccc1	1	3	-0.1	-7	0	-5	12	6	16	-0.5	.
O=C(O)/C=C/c1ccc(-c2cccc(C(F)(F)F)c2)o1	-11	-8	0.0	2	1	-17	-16	-20	31	-1.4	2
O=C(/C=C/Nc1ccccc1)c1ccc(Oc2ncccn2)cc1	-296	-43	-0.1	-2	10	.	-86	-257	-10	-1.9	2
CCCN(CC(=O)Nc1cc(Cl)ccc1Cl)C(=O)c1ccc(N2CCCC2=O)cc1	29	6	0.0	4	5	-5	-2	10	0	1.2	1

Screens as filed in PubChem BioAssay.
